AI-2 QS modul – Vibrio harveyi AI-2 quorum sensing modulators, primary screen, JMH597 strain, luminescence/OD600 ratio. Vibrio harveyi JMH597 AI-2 luminescence/OD600 ratio, 9 h; stronger effect = lower value; strain lacks LuxN and CqsS sensors; 0 = neutral-control median. activity change, % at 7.5 µM. 300,000 tested, 0.4% active; in the data active = activity change below about -75%, passing the limit was not always enough; inconclusive = no clear call, values can overlap the other calls;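 note: luminescence divided by OD600 gain over 9 h not by final OD600 alone; inactives centre near 13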
GSK3A inh – blockers of GSK3A enzyme activity – biochemical, luminescence, cell-free homogeneous, HTS, primary screen. 320,000 tested, 0.1% active. inhibition, % at 10 µM. Glycogen synthase kinase-3 alpha (Homo sapiens), P49840. GSK-3 alpha kinase, ADP-Glo luminescence, 60 min;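 in the data active = inhibition above about 50%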;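 note: GST-tagged GSK-3 alpha with peptide substrate and 25 µM ATP; 0% = DMSO neutral wells and 100% = GW8510 positive control wells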
Target sequence (P49840 whole entry, looked up): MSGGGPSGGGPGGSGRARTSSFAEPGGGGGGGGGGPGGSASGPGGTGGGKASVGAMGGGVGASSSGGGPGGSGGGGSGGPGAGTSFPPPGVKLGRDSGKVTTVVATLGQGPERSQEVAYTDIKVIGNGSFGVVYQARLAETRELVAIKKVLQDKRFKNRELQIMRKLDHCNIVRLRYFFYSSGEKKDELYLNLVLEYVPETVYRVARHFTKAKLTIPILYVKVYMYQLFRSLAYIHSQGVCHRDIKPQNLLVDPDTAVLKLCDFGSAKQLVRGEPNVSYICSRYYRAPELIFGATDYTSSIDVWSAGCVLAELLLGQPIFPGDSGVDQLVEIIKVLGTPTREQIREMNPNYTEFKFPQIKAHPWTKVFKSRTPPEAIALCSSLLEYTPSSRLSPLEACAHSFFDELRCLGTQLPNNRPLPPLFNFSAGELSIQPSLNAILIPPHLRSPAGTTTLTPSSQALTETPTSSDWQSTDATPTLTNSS
GSK3beta inhib – human GSK3beta kinase inhibitors, primary screen, biochemical, cell-free homogeneous, HTS. activity score (negative = inhibition), % at 10 µM. AID 2097, 2009. 300,000 tested, 0.038% active. GST-GSK3beta kinase, ADP-Glo luminescence, 60 min; stronger effect = lower value. Glycogen synthase kinase-3 beta (Homo sapiens), P49841;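 active = more than half of replicate wells score below -50%, meaning over 50% inhibition versus plate controls; inconclusive = some replicates but at most half score below -50%; inactive = no replicate scores below -50%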;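 note: 0% = median DMSO wells and -100% = median GW8510 positive control wells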
Target sequence (P49841 whole entry, looked up): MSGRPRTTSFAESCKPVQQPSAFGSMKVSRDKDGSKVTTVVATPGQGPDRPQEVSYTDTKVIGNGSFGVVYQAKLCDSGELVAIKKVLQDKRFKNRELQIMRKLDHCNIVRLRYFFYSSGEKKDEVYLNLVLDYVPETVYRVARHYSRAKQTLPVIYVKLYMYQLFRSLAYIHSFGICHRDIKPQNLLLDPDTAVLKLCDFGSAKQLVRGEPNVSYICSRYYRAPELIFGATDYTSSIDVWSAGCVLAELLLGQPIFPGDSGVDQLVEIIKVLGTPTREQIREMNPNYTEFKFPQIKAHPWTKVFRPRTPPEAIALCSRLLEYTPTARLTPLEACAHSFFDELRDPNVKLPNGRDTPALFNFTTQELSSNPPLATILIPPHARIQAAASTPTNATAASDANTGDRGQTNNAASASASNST
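Assay system: GST-tagged human GSK3beta kinase, cell-free; Input: 1.6 ng GSK3beta; Medium: Tris/MgCl2 kinase buffer; Timing: 60 min enzyme reaction, room temperature; Signal: ADP-Glo luminescence quantifying ADP generated by kinase; Evaluation: score relative to plate controls; Benchmarks: DMSO neutral wells and GW8510 at 20 µM as positive.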
HSF1 activator – HSF-1 activators, primary screen, NIH3T3-HGL cells, MG132 stress, luminescence, single point | NIH3T3-HGL HSF-1 luciferase reporter, 8 h; 100% = twice DMSO control signal | 300,000 tested, 1.7% active | activation, % at 9 µM;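 active = mean replicate activation of at least 50% with a set share of replicates each reaching 50%; inconclusive = only one of those two conditions met; inactive = mean below 50% and too few replicates reaching it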;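 note: 0% = median of the neutral control wells and 100% = twice that signal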
PolyA inh – polyadenylation inhibitors in yeast reporter cells, primary screen, luminescence, S. cerevisiae; S. cerevisiae SKY197-pL101 polyadenylation reporter, beta-gal luminescence; efflux-impaired pdr1/pdr3 knockout yeast; score 100 = 6 SD above DMSO; calls only at 12 µM; 300,000 tested, 0.02% active;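 active = lowest replicate activity score at least 50, where 100 means six control SD above control mean; inconclusive = lowest score under 50 but half or more replicates reach 50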;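 note: yeast exposed to compound for 9 h at 30 °C; higher score means more reporter readthrough which indicates perturbed polyadenylation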
IEC-6 tox – cytotoxicity in IEC-6 intestinal epithelial cells, primary screen, cytotoxicity control for KLF5 inhibitor project, cell-based, luminescence. IEC-6 cytotoxicity, luminescence viability. 290,000 tested, 0.78% active. inhibition, % at 5 µM; in the data active = inhibition above about 22%;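 note: 0% = plate median of test compound wells and 100% = cytotoxic reference compound wells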
aSyn 5UTR inh – MLPCN primary screen, SNCA 5' untranslated region | inhibition, % (tested at 7.5 µM) | 300,000 tested, 0.82% active | alpha-synuclein 5'UTR reporter, inhibitor activity; in the data active = inhibition above about 60%; inconclusive = no clear call, values can overlap the other calls;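 note: H4 neuroglioblastoma cells stably carrying SNCA 5'UTR luciferase fusion; 0% = DMSO wells and 100% = positive control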
HSP90 refold inh – HSP90 inhibitors, primary screen, cell lysate, luminescence. AID 1789, 2009. Rabbit reticulocyte lysate, luciferase refolding luminescence, 3 h. 290,000 tested, 0.91% active. Heat shock protein HSP 90 (rabbit reticulocyte lysate; luciferase refolding). inhibition, % at 5.6 µM;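 active = inhibition above the screen-wide mean plus 3 SD, computed separately per campaign, cut at about 16% in these data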;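 note: 0% = DMSO wells and 100% = 60 µM geldanamycin wells; inhibitors lower the luminescence because luciferase stays unfolded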
HSF1 inhib – HSF1 inhibitors in luciferase reporter cells, primary screen, cell-based, NIH3T3, luminescence | activity change, negative = inhibition, % at 7.5 µM (by protocol) | AID 2098, 2009 | 300,000 tested, 0.77% active | NIH3T3-HGL HSE-luciferase, MG132-induced, luminescence 8 h; stronger effect = lower value;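 active = more than half of replicate wells show activity change below -50%, luminescence cut by over half; inconclusive = some wells, but at most half, below -50%; inactive = no replicate well below -50%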;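 note: luciferase reports HSF-1 transcriptional activity via heat shock element; 0% = median of DMSO wells and -100% = zero luminescence signal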
KLF5 inh – KLF5 expression inhibitors, primary screen, DLD-1 cells, luminescence; DLD-1 KLF5 promoter-luciferase reporter; inhibition, % at 5 µM; 290,000 tested, 0.23% active; AID 1700, 2009;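 active = inhibition above a per-plate limit of that plate's mean compound inhibition plus 3 SD, cut at about 60% in these data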;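 note: 0% = DMSO wells and 100% = LY294002 at 200 µM; higher means less KLF5 promoter-driven luciferase light; inactives centre near -14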
An asterisk follows results filed as active; i = inactive; ? = inconclusive; nt = not tested or not shown. Some of the compounds tested, so the mix of outcomes need not match the whole.

SMILES | AI-2 QS modul | GSK3A inh | GSK3beta inhib | HSF1 activator | PolyA inh | IEC-6 tox | aSyn 5UTR inh | HSP90 refold inh | HSF1 inhib | KLF5 inh
CCOC(=O)C1=C(c2ccccc2)Nc2nc(C)nn2C1c1cccc(OC)c1OC (stereo unspecified) | 18 | 1 | -4 | -10 | i | 1 | 30 | 1 | -7 | -3
N#Cc1ccc(CSc2nnc(-c3cccc(S(=O)(=O)N4CCCCC4)c3)o2)cc1 | 24 | 0 | -4 | 23 | i | 2 | 27 | 1 | 15 | -12
COc1ccccc1CCNC(=O)C(=O)c1cn(CC(=O)N2CCOCC2)c2ccccc12 | 30 | 3 | 1 | 25 | i | 2 | -106 | -4 | 17 | -26
CCOC(=O)N1CCC(NC(=O)c2ccc3c(c2)N=C(CC)c2cc(C)ccc2S3)CC1 | 13 | -4 | 9 | 42 | i | 15 | 9 | -2 | 20 | 24
CSc1ccccc1NC(=O)Nc1cccc2ccccc12 | 42 | nt | -23 | nt | nt | 5 | nt | 8 | nt | -32
O=C(Nc1ccccc1)C(c1ccccc1)c1ccccc1 | 15 | 1 | 3 | 13 | i | -6 | -10 | -3 | -2 | -25
COc1ccc(/C=C\C(=O)NCC(=O)N/N=C/c2cccc(OC)c2O)cc1 | 18 | 1 | 3 | 22 | i | -1 | -2 | -1 | 1 | 0
CC1=C(C#N)C(=O)NC(=O)/C1=C\c1ccc(-c2ccc(C)cc2[N+](=O)[O-])o1 | 14 | nt | 1 | 11 | i | 1 | 5 | 3 | -2 | -25
O=C(COC(=O)CNC(=O)c1ccccc1F)Nc1nnc(-c2ccccc2)o1 | 19 | nt | -2 | -10 | i | nt | 0 | nt | 0 | nt
COc1ccc(NC(=O)/C=C/c2ccc(OC(F)F)cc2)cn1 | 4 | 1 | -1 | -8 | i | -2 | -36 | -3 | -6 | -2
COc1ccc(-n2ccc(=O)c(C(=O)O)n2)cc1 | 3 | -4 | 3 | -17 | i | 9 | 5 | 5 | -2 | 6
CCNC(=S)NC(=NCc1cccnc1)Nc1nc(C)cc(C)n1 | 5 | 1 | 0 | -7 | i | 4 | 24 | 0 | -13 | -17
CCc1nc2cc(Cl)c(Cl)cc2nc1CC | 21 | -3 | 2 | 7 | i | -5 | -35 | 9 | -2 | -8
CCC(=O)Nc1nnc(S(=O)(=O)N(CC)c2ccc(Cl)cc2)s1 | 25 | 1 | -1 | -1 | i | -1 | 16 | -2 | -6 | -13
CCCCN(CCCC)S(=O)(=O)c1ccc2oc(C(=O)N3CCOCC3)c(C)c2c1 | 30 | nt | 4 | 15 | i | 1 | 29 | 1 | -4 | 9
Nc1nc(NCCOCCO)nc(N2CCCCCC2)c1[N+](=O)[O-] | 4 | 38 | -7 | 43 | i | 4 | 2 | 1 | 17 | -7
CCCCn1c(N)c(N(CCOC)C(=O)c2nn(CC)c(=O)c3ccccc23)c(=O)[nH]c1=O | 28 | 1 | -2 | -1 | i | nt | 6 | nt | -10 | nt
CCc1nc2oc3ccccc3c(=O)c2c(=O)n1-c1ccc(C)cc1 | 31 | -1 | 3 | 29 | i | 3 | -139 | -5 | 18 | -28
CCOC(=O)N1CCN(c2nc(SC)nc3sc4c(c23)CC(C)(C)OC4)CC1 | 18 | -6 | 1 | -8 | i | nt | 17 | nt | 2 | nt
Cc1cc(Nc2ccc(Cl)cc2)nc(NCc2ccccc2)n1 | ? | 1 | 6 | 1 | i | 6 | 24 | 4 | 8 | -23
Cc1ccc(C)c(OCCCNC2CCCC2)c1C | 14 | 1 | 3 | -12 | i | 3 | -39 | -1 | -4 | -12
NS(=O)(=O)c1cc(C(=O)OCC(=O)NNC(=O)c2ccccc2)ccc1Cl | 9 | 1 | 2 | 1 | i | nt | 7 | nt | -4 | nt
CCc1ccc(NC(=O)C[n+]2cc(-c3ccc(C)cc3)n3c2CCC3)cc1 | 34 | 3 | -3 | 5 | i | -2 | 13 | 9 | 0 | 7
CC(C)/C=C/C(=O)N1CCC(N2CCC(C(=O)NCc3ccccn3)CC2)CC1 | 3 | -2 | 3 | 4 | i | 4 | -1 | 5 | -4 | -4
CCOc1ccc(S(=O)(=O)NC(C)C(=O)NCc2ccccn2)cc1 (stereo unspecified) | -1 | -1 | 2 | -22 | i | 9 | -15 | 1 | 2 | 19
O=C(N/N=C/c1ccc[nH]1)c1cccc([N+](=O)[O-])c1 | 13 | -1 | -2 | 1 | i | 2 | -15 | -5 | -9 | -3
COCCSc1ccccc1C(=O)Nc1nnc(C)s1 | 20 | -5 | 6 | 16 | i | 1 | 14 | 0 | -7 | -6
C[N+](C)(C)C/C=C1/COCO1 | 20 | -5 | -2 | 8 | i | 4 | 0 | 5 | 0 | -17
O=C(c1ccc(S(=O)(=O)Nc2cccc(C(F)(F)F)c2)cc1)N1CCOCC1 | 15 | -1 | 0 | -3 | i | 2 | 9 | 4 | -4 | -25
CC1(C)CC2CC(C)(CN2C(=O)COC(=O)Cn2[nH]c(=O)c3ccccc3c2=O)C1 (stereo unspecified) | 5 | -1 | -2 | -3 | i | 9 | -17 | 2 | -2 | 15
Cn1cccc1C(=O)N1CCN(c2cccc(C(F)(F)F)c2)CC1 | 26 | -2 | 1 | 0 | i | 0 | 19 | -1 | -6 | 6
Cc1ccc2c(c1)c(/C=C/c1cc[n+](C)cc1)c(C)n2C | -3 | 3 | -3 | -5 | i | 10 | 44 | 0 | 4 | 34
CCOC(=O)C(NC(=O)Nc1ccc(O)cc1)(c1ccccc1)C(F)(F)F (stereo unspecified) | 13 | 0 | 1 | 5 | i | -2 | -18 | -1 | 6 | -20
COc1ccc(C(=O)N/C(=C/c2cccs2)c2nc3ccccc3[nH]2)cc1OC | 4 | nt | -3 | 3 | i | 5 | 2 | -2 | -13 | -11
Cn1cccc1C1Nc2ccccc2NC2=C1C(=O)CC(C)(C)C2 (stereo unspecified) | 28 | -2 | 4 | nt | i | 1 | -1 | 3 | nt | -27
CS(=O)(=O)N1CCCC(C(=O)NCCCN2CCOCC2)C1 (stereo unspecified) | 25 | 0 | 1 | -2 | i | 2 | 3 | -4 | -4 | -2
Clc1cccc(Oc2cnns2)c1Cl | 10 | -5 | 1 | -8 | i | 7 | -17 | 5 | -3 | -36
CCOC(=O)Cn1nnnc1CN(CCc1ccccc1)Cc1cc2cc(CC)ccc2[nH]c1=O | 16 | 0 | -3 | 0 | i | 2 | -7 | 6 | 4 | -26
COc1ccc(C(=O)N2CCN(c3cnn(-c4ccccc4)c(=O)c3Cl)CC2)cc1 | 25 | 1 | 3 | -1 | i | 1 | 43 | -1 | -2 | -24
COc1ccc(OC)c(NC(=O)CN(c2ccc(C(C)C)cc2)S(=O)(=O)c2c(C)noc2C)c1 | 30 | -2 | -2 | 2 | i | 14 | -11 | 3 | -1 | 0
COc1ccc(NC(=O)CSc2nnc(-c3ccccn3)n2N)c(OC)c1 | 14 | -3 | 1 | -23 | i | 2 | 6 | -1 | -4 | -4
COc1ccccc1NC(=O)CNC(=O)Cn1cnc2sc(C)c(C)c2c1=O | 18 | -3 | 0 | -2 | i | -3 | 7 | 0 | -2 | -27
CC(=O)c1ccc(OC(C)C)c(CSC(=N)N)c1 | 10 | 16 | -1 | -13 | i | 2 | 3 | -7 | 5 | 4
COc1ccc(C)cc1NC(=O)n1ncc2c(C)cccc21 | 18 | -2 | 4 | 32 | i | 0 | -42 | -2 | 14 | -59
O=C(NCCc1c[nH]c2ccccc12)c1ccc(Cl)cc1 | -85* | -1 | 3 | 59* | i | 6 | -221 | 2 | 35 | -188
COc1ccc(-c2c([C@H]3[C@H]4C=CC[C@@H](C)[C@@H]4C(=O)N3Cc3ccccc3)ccc3ccccc23)cc1OC | 3 | -2 | 0 | -16 | i | nt | 26 | nt | -24 | nt
CCCCCCCC(=O)NNC(=O)CCC(=O)O | 8 | nt | 1 | -5 | i | 12 | 11 | 3 | -2 | -8
O=C1CC(N2CCN(c3cccc(C(F)(F)F)c3)CC2)C(=O)N1c1ccccc1 (stereo unspecified) | 25 | -1 | 5 | 10 | i | 4 | 15 | 1 | -1 | -5
Cc1c(CC(=O)O)c(=O)oc2c(C)c(OCc3ccccc3)ccc12 | 11 | -4 | 2 | 4 | i | -4 | -22 | -1 | 3 | -10
COc1cccc(CN2CCNC(=O)C2CC(=O)NCCCC2CCCC2)c1OC (stereo unspecified) | 16 | -3 | -2 | -2 | i | -1 | 9 | 2 | -1 | -16
Cc1ccc(Cl)cc1NC(=O)COC(=O)c1ccccc1O | 18 | -2 | 1 | -4 | i | 5 | 5 | 2 | -5 | -10
Cc1ccc(S(=O)(=O)c2ccccc2)cc1S(=O)(=O)N1CCOCC1 | 15 | -4 | 1 | -1 | i | -6 | 20 | -1 | -8 | -5
Cc1ccc[n+](CC(=O)Nc2cccc(Cl)c2)c1 | 16 | -1 | 4 | -4 | i | 2 | 9 | 0 | -3 | -33
CN(C(=O)COC(=O)CN1C(=O)C2CC=CCC2C1=O)c1ccccc1 (stereo unspecified) | 7 | -3 | 0 | -8 | i | nt | -6 | nt | 5 | nt
CC(/C=N/n1c(COc2ccccc2)n[nH]c1=S)=C\c1ccco1 | 16 | -11 | 3 | -1 | i | -1 | 13 | 0 | 6 | -14
Cc1ccc2nc(NC(=O)c3cc(-c4ccco4)nc4ccccc34)sc2c1 | 18 | 1 | 1 | -21 | i | -3 | 9 | -5 | -18 | -11
O=c1cc(O)c2ccccc2n1Cc1ccccc1F | -3 | -2 | -1 | 2 | i | -2 | -8 | -4 | -5 | -40
Cc1cc(-c2csc(N)n2)c(C)n1CCc1ccccc1 | 20 | 0 | 1 | 12 | i | -4 | 8 | 3 | 5 | -15
CCCCNC(=O)CCc1nc2cccnc2n1Cc1ccc(OC)cc1 | 10 | 3 | -4 | -8 | i | 2 | 6 | -5 | 2 | -20
